# Bioassay records deposited in PubChem by several laboratories.
# Pf gametocyte: inhibitors of late stage P. falciparum gametocyte viability | P. falciparum stage V gametocytes, ATP luminescence, 24 h | actives 0.065% (n = 150,000) | inhibition, % at 10.9 µM;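 active = inhibition above the mean plus 3 SD of compounds within the control limits, set per campaign, cut at about 38% in these data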;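 note: 0% = DMSO wells and 100% = medium only without gametocytes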
# RGS8-Gao reg: human RGS8-Galphao interaction regulation | response (percent of control binding), % at 10 µM | P09471 | actives 0.34% (n = 220,000) | multiplexed bead flow cytometry, RGS8-Galphao binding; actives lie on both sides | AID 1423; in the data active = response below about 60% or above about 140%; inactive = in between;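 note: Galphao activated as the GDP aluminium fluoride complex binding bead-coupled RGS8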
# Target sequence (P09471 whole entry, looked up): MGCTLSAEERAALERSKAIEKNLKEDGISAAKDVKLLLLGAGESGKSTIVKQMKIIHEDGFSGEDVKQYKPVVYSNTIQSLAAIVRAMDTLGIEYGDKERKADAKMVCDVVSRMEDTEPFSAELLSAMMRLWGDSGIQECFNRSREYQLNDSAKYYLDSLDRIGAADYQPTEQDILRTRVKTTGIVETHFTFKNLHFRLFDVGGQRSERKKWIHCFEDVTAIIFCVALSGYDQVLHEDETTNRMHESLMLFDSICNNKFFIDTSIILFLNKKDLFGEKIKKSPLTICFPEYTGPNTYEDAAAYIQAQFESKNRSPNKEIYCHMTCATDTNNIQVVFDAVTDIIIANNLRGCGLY
# Mcl1 Bid PPI: disrupts binding of human Mcl-1 to Bid peptide. Q07820. AID 1021. actives 0.97% (n = 220,000). TR-FRET Mcl-1/Bid-Dy647 peptide binding, 1536-well. inhibition, % at 21.7 µM;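 active = compounds that cut the binding signal by more than half at the single screening dose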;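 note: His-tagged Mcl-1 with europium anti-His antibody binding Bid BH3 peptide; 0% = Mcl-1 plus peptide wells and 100% = peptide-only wells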
# RGS4-Gao reg: modulates binding of RGS4 to human Galphao. P09471. Multiplexed bead flow cytometry; actives lie on both sides. binding response (% of control), % at 10 µM. actives 0.33% (n = 220,000). AID 1415; in the data active = binding response below about 49% or above about 150%; inactive = in between;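 note: fluorescent Galphao activated with aluminum fluoride binding bead-coupled RGS4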
# GSH fluor: compound fluoresces at 488/530 nm on GSH beads; fluorescence (KMESF) at 10 µM; GSH beads flow cytometry, compound fluorescence 488/530 nm; stronger effect = higher value; actives 0.25% (n = 190,000); in the data active = fluorescence above about 89;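 note: glutathione beads carrying GST-tagged Bcl family fusion proteins plus one bare bead set; values are compound well signal with DMSO vehicle wells as background; inactives centre near 16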
# ABCB1 block: human ABCB1 inhibition, ABCG2 as counter-screen; CCRF-Adr cells, JC-1 efflux, flow cytometry; P08183; inhibition, % at 6.6 µM; actives 0.067% (n = 190,000); in the data active = inhibition above about 40%;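 note: 0% = vehicle and 100% = reference inhibitor; higher value means more JC-1 retained so stronger ABCB1 efflux block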
# RGS7-Gao: regulators of human RGS7-Galphao interaction; binding response (% of control), % at 10 µM; AID 1439; Multiplexed bead flow cytometry, RGS7-Galphao binding; actives lie on both sides; P09471; actives 0.35% (n = 220,000); in the data active = binding response below about 49% or above about 150%; inconclusive = no clear call, values can overlap the other calls; inactive = in between;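 note: fluorescent Galphao held in activated GDP-AlF4 state binding bead-coupled RGS7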
# Bim-Mcl-1: human Bim-Mcl-1 interaction inhibition. actives 0.1% (n = 190,000). inhibition, % at 10 µM. Q07820. Bead-based flow cytometry, Bim peptide-Mcl-1 binding; in the data active = inhibition above about 40%;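 note: 0% = no compound tracer wells and 100% = peptide blocker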
# Avidin fluor: avidin bead compound fluorescence profile; fluorescence (KMESF) at 10 µM; Avidin beads, compound fluorescence 488/530 nm, flow cytometry; stronger effect = higher value; AID 1775; actives 0.38% (n = 220,000); in the data active = fluorescence above about 47; note: inactives centre near 10
# ABCG2 inh: blocks JC-1 efflux by human ABCG2 transporter. Q9UNQ0. IgMXP3 cells, flow cytometry. inhibition, % at 6.6 µM. actives 0.1% (n = 190,000). AID 1325;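 active = inhibition above 80%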;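 note: 0% = DMSO and 100% = nicardipine control wells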
# Target sequence (Q9UNQ0 whole entry, looked up): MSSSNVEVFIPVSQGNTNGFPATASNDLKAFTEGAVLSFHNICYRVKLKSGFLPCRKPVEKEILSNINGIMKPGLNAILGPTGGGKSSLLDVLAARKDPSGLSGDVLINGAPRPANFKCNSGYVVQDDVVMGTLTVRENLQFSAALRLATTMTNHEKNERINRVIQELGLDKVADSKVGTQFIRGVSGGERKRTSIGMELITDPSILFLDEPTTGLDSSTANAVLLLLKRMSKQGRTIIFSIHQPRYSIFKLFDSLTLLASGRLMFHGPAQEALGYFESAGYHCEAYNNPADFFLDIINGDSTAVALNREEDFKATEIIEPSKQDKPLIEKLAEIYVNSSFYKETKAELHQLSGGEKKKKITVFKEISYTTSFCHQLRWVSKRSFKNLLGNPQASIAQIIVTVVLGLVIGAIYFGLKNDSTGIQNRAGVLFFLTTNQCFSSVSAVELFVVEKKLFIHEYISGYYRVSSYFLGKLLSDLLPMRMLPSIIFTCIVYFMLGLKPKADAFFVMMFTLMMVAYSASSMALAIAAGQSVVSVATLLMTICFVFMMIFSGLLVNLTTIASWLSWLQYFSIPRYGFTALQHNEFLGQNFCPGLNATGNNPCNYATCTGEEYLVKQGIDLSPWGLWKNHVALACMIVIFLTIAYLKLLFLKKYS
#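 test system = two drug-resistant human cell lines, ABCG2 and ABCB1 | amount = 3 million cells/mL final, two lines in 1:1 ratio | reagent = JC-1 transporter substrate | doses = one concentration, 6.6 µM final | incubation = 10 min at 25 °C | signal = flow cytometric JC-1 green MFI at 530 nm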
# Mcl1-Noxa inh: disrupts binding of human Mcl-1 to Noxa peptide; Q07820; TR-FRET Mcl-1/Noxa peptide binding, 2 h; inhibition, % at 21.7 µM; actives 1.5% (n = 220,000); AID 1022;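 active = compounds that cut the protein-peptide binding signal by more than 50% relative to plate controls in a single-dose test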;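 note: His-tagged Mcl-1 with rhodamine Noxa BH3 peptide and terbium anti-His antibody; 0% = Mcl-1 plus Noxa peptide wells and 100% = peptide-only wells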
# * hit, by the source's call; ? = inconclusive; / = no result given; [ ] = dose if it differs, or a comment. This is a random part of the collection. About 3.3% of those tested had a hit in this group.
SMILES,Pf gametocyte,RGS8-Gao reg,Mcl1 Bid PPI,RGS4-Gao reg,GSH fluor,ABCB1 block,RGS7-Gao,Bim-Mcl-1,Avidin fluor,ABCG2 inh,Mcl1-Noxa inh
O=C(O)COc1ccccc1/C=N/NC(=O)CN1CCN(S(=O)(=O)c2ccc(Br)cc2)CC1,-7,98,-11,96,/,/,?,/,6,/,-7
COc1ccc(C(=O)N(Cc2ccccc2)Cc2cc3cc4c(cc3[nH]c2=O)OCCO4)cc1,-19,92,95*,90,17,1.8,89,0,13,6,4
Cc1cc(C(F)F)nn1CC(=O)NCc1ccccc1F,/,84,1,104,13,0.1,102,8,5,0,11
O=C(Cn1c(CN2CCCCC2)nc2ccccc2c1=O)NC1CCCCC1,-15,106,2,106,16,0.3,103,-1,26,0,6
CCOC(=O)c1c(NC(=O)CSc2nnc(-c3ccccc3C)n2C)sc(C(C)=O)c1C,1,98,-6,95,12,3.2,100,0,23,6,32
Cn1c(=O)c2cc(S(=O)(=O)NC(Cc3ccccc3)C(=O)NCC3CCCO3)ccc2n(C)c1=O (stereo unspecified),/,108,-8,107,12,1.4,?,0,10,6,-9
COC(=O)C1CCN(c2cc(=O)n(C3CCCCC3)c(=O)[nH]2)CC1,/,101,-32,99,10,0.6,101,0,17,3,7
COc1cc(N)c(Cc2nccc3cc(OC)c(OC)cc23)cc1OC,11,104,-70,106,17,0.4,109,-1,10,2,-7
Cc1cc(N(C)/N=C/c2ccccc2)nc(-c2ccccc2O)n1,12,103,-4,101,8,-0.4,101,0,10,-2,12
Cc1c(NS(=O)(=O)c2cccc3nsnc23)c(=O)n(-c2ccccc2)n1C,11,101,-11,101,12,0.2,103,-3,14,3,19
Cc1cc(=O)oc2c(CN(C)Cc3ccccc3)c(O)ccc12,/,101,-7,102,18,0.2,101,1,8,1,21
O=C(CN1C(=O)c2ccccc2C1=O)N1CCN(c2ccccn2)CC1,/,106,-5,101,17,0.1,102,-2,11,0,1
c1ccc(C2=Nn3c(nnc3-c3cc(-c4ccccc4)n[nH]3)SC2)cc1,-4,102,3,101,21,0.8,98,-2,37,2,21
Cc1ccc(SC[C@H](Cc2ccccc2)N2CCN(CCc3ccccc3)CCC2=O)cc1,/,100,-57,97,/,/,?,/,8,/,4
CC(C)(C)c1ccc(C(=O)NC(Cc2ccccc2)C(=O)O)cc1 (stereo unspecified),-3,101,5,102,10,0.7,98,-1,9,2,2
Cn1c(SCc2nc(-c3cccs3)no2)nnc1C1CCCCC1,/,99,-15,101,23,0.5,102,-1,10,5,-2
C=C(C)c1cccc(C(C)(C)NC(=O)N2CCC(C)CC2)c1,-1,98,-25,102,60,0.5,97,3,12,1,0
Cc1nc(SCC(=O)Nc2ccc(Cl)cc2[N+](=O)[O-])nc(C)c1C,7,98,-44,100,6,0.9,116,3,3,1,4
O=C(COC(=O)CSCC(=O)N1CCCCC1)NCc1ccc(F)cc1,/,102,-18,103,26,0.3,106,1,5,4,5
Cc1c(C#N)c(N=CN(C)C)c(C(=O)c2ccccc2)n1-c1ccc(Br)cc1,/,106,2,102,12,0.9,103,-5,16,3,17
CCOC(=O)C1C(=O)CC(C)(O)C(C(=O)OCC)C1c1ccc(SC)cc1 (stereo unspecified),9,101,-28,96,13,0.7,104,0,10,2,10
Cc1ccc(-c2nnc(Nc3ccc(CC(N)=O)cc3)c3ccccc23)cc1,/,99,7,100,10,0.2,104,-4,33,2,7
O=C(c1cccs1)N1CCc2ccccc21,5,126,-10,154*[activator],27,0.0,153*[activator],1,4,1,-13
COc1ccccc1NC(=O)CC(NCCN(C)C)C(=O)O (stereo unspecified),-3,103,-16,103,35,0.3,99,-2,13,-1,6
CCOC(=O)c1ccccc1NC(=O)c1cccnc1,27,95,-6,101,15,-0.1,103,-5,7,2,3
CC(C)CN1CCC(C(=O)N2CCN(c3ccccc3F)CC2)CC1,-9,105,-5,103,12,/,103,-5,6,-1,29
CC(CCc1ccccc1)NC(=O)Cc1ccccc1 (stereo unspecified),/,99,-3,97,17,0.7,99,-2,16,9,5
CN(C)c1cccc(C(=O)Nc2ccc(N3CCOCC3)cc2)c1,24,90,-121,89,15,-0.1,90,-2,3,0,4
O=C(NCC1CCCN(Cc2ccccc2F)C1)c1cccc(C(F)(F)F)c1 (stereo unspecified),/,102,-9,100,10,0.0,99,-3,3,2,7
O=C1[C@@H]2[C@H](C(=O)N1n1cnnc1)[C@H]1C=C[C@@H]2C1,/,98,-30,102,5,0.1,102,-9,7,0,-9

# The list goes on (five carried over from the part before).
SMILES,Pf gametocyte,RGS8-Gao reg,Mcl1 Bid PPI,RGS4-Gao reg,GSH fluor,ABCB1 block,RGS7-Gao,Bim-Mcl-1,Avidin fluor,ABCG2 inh,Mcl1-Noxa inh
CC(C)CN1CCC(C(=O)N2CCN(c3ccccc3F)CC2)CC1,-9,105,-5,103,12,/,103,-5,6,-1,29
CC(CCc1ccccc1)NC(=O)Cc1ccccc1 (stereo unspecified),/,99,-3,97,17,0.7,99,-2,16,9,5
CN(C)c1cccc(C(=O)Nc2ccc(N3CCOCC3)cc2)c1,24,90,-121,89,15,-0.1,90,-2,3,0,4
O=C(NCC1CCCN(Cc2ccccc2F)C1)c1cccc(C(F)(F)F)c1 (stereo unspecified),/,102,-9,100,10,0.0,99,-3,3,2,7
O=C1[C@@H]2[C@H](C(=O)N1n1cnnc1)[C@H]1C=C[C@@H]2C1,/,98,-30,102,5,0.1,102,-9,7,0,-9
Cc1cccc(C)c1N1CCN(C(=O)N2CCCCC2)CC1,-10,107,-61,101,21,0.3,104,0,7,1,-2
COc1ccc(CS(=O)(=O)c2nc(C)cc(C)c2S(C)(=O)=O)cc1,11,98,-5,98,66,0.7,103,0,7,3,18
CC(=O)Cc1nsc(NC(=O)c2ccc(COc3ccccc3)o2)n1,-21,76,-10,72,28,-0.7,76,-3,2,-1,-5
C=CCNC(=O)c1cc(-c2ccc(Br)cc2)on1,/,101,-23,100,24,-0.1,98,-4,20,25,-20
CCOc1ccc2[nH]c(=O)c(CN(CCO)Cc3nnnn3CCc3ccccc3)cc2c1,-32,98,-21,98,44,0.1,97,-1,13,5,8
CC(NC(=O)CSc1n[nH]c(=O)n1C1CC1)C12CC3CC(CC(C3)C1)C2 (stereo unspecified),/,100,-8,101,27,0.5,98,-1,20,1,7
Cc1ccc(N/N=C/c2c(C)c(C#N)c(=O)n(C)c2O)cc1C,0,97,-14,99,19,-1.4,?,0,9,-6,36
CN(C)C(/C=C/Nc1cccc([N+](=O)[O-])c1)=C(C#N)C#N,-11,105,-17,101,10,0.0,101,-2,25,3,-19
COc1ccc(S(=O)(=O)NC(C)C(=O)Nc2cccc([N+](=O)[O-])c2)cc1 (stereo unspecified),-4,100,-11,102,6,1.2,104,5,9,20,13
Cc1nc(NC(=O)C2CC3CCCC(C2)C3=O)sc1C (stereo unspecified),0,105,-1,109,17,0.6,108,0,7,3,20
COc1cc(C2C(C#N)=C(N)Oc3cc(O)ccc32)cc2c1OCO2 (stereo unspecified),-6,100,-62,101,18,1.0,90,-2,19,2,16
Cc1ccc(SCc2ccc(C(=O)N3CCCC3)cc2)cc1,25,99,-12,105,14,0.8,99,-1,10,13,5
CCCC(=O)NC(=S)Nc1cccc(C(C)=O)c1,-5,145*[activator],-37,114,36,-0.1,119,-10,14,1,-12
C=CCNc1ncnc2c1ncn2C1OC(CO)C(O)C1O (stereo unspecified),/,96,-4,88,8,0.5,95,-4,11,1,16
Cc1ccc(NC(=O)C2Cc3ccccc3CN2C(=O)c2ccccc2)cc1Cl (stereo unspecified),-13,102,-4,103,12,1.5,102,-6,12,5,3
CC(C)(C)CC(=O)Nc1cccc(-c2cn3cccnc3n2)c1,-5,102,-11,102,19,-0.6,?,0,9,3,6
CN(C)S(=O)(=O)N1CCN(c2ccc(Cl)cc2)CC1,13,96,-27,90,14,0.3,89,-2,35,1,12
CC(=O)Nc1ccc2ccccc2c1,/,100,-12,102,12,0.2,101,-2,17,1,8
O=C1N(Cc2cccc(Cl)c2)C[C@@H]2C[C@@H](c3c[nH]c4ccccc34)N3CCC[C@@]123,-7,99,-61,99,21,3.9,101,-4,7,2,8
O=C(C/C(=N\NC(=O)c1ccccc1Br)C(F)(F)F)c1cccs1,-2,100,-22,102,10,0.0,100,-1,16,0,-7
COc1cc(NC(=O)Cn2nc(C(F)(F)F)c(Br)c2C)cc([N+](=O)[O-])c1,21,104,-2,100,6,0.5,98,3,19,12,22
O=C(Nc1ccc(C(=O)N2CCOCC2)cc1)c1cc(-c2cccnc2)nc2ccc(Cl)cc12,9,102,-12,88,17,-0.2,?,0,10,5,22
CCc1nnc(NC(=O)c2ccc3c(c2)C(=O)N(CC)C3=O)s1,/,103,1,102,22,0.3,101,-1,9,3,15
O=C(NCCCn1ccnc1)c1ccc(N2CCCCC2)c([N+](=O)[O-])c1,13,106,-17,108,10,2.6,?,-4,12,18,18
CCCC(=O)Nc1nnc(CCOC)s1,/,107,-21,100,6,0.2,102,0,3,0,12
NC(=O)c1c(NC(=O)CSc2nnc(-c3ccco3)n2N)sc2c1CCCC2,-12,98,-45,99,4,-0.2,99,2,8,0,49
CCCC(=O)NC1C2CC3CC(C2)CC1C3 (stereo unspecified),/,102,-23,102,22,-0.5,99,-3,14,-2,-14
Cn1cnnc1SCC(=O)N1CCN(C(=O)c2ccco2)CC1,9,98,-29,98,7,0.1,98,0,24,1,12
CCOC(=O)C(C)Sc1nnc(CNC(=O)c2ccc(OC)cc2)n1C1CCCCC1 (stereo unspecified),6,103,-14,96,19,1.8,104,0,7,1,3
O=[N+]([O-])c1ccc(-c2cnc(SCc3ccccc3Cl)[nH]2)cc1,/,97,-7,94,11,0.2,93,31,8,3,7
CC(C)NC(=O)CN1CCN(c2ncccn2)CC1,/,101,45,99,16,0.1,99,0,7,0,19
Cc1ccc(Nc2ccc(C(N)=O)cc2[N+](=O)[O-])cc1C,7,102,-1,103,9,5.3,100,-4,4,30,8
Cc1ccccc1CSCC(=O)c1c(N)n(C)c(=O)n(C)c1=O,2,96,13,99,24,2.6,95,0,8,16,-4
Cc1cccc(NC(=O)CN2C(=O)C(C)Oc3ccccc32)n1 (stereo unspecified),-6,100,-17,100,18,0.5,100,-1,6,12,-13
CCC1=C(OC(=O)N(CC)CC)N2C(=O)OC(=NCC(=O)OC)[C@]2(Cc2ccccc2)[C@H]2C1=CC[C@H]1C(=O)N(C)C(=O)[C@H]12,/,97,-66,95,/,/,?,/,6,/,2
COC(=O)c1ccc(C2C(C(=O)Nc3ccccc3C)=C(C)Nc3ncnn32)cc1 (stereo unspecified),/,100,-17,98,19,0.1,98,1,7,0,13
